Cl transport mod – KCC2 (human) Cl- transport modulation; Q9H2X9; KCC2 cells, thallium flux FluoZin-2 fluorescence; B-score of Tl+ flux slope (higher = more flux/activation; lower = inhibition) at 10 µM; 2.2% of 190,000 active; AID 1456;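 active = thallium flux slope and its plate-corrected score both differing from the plate sample mean at a set confidence after two filtering rounds, in either direction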;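 note: slope of fluorescence scaled to starting intensity during 10 to 20 s after thallium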
TNF death inh – TNF-alpha cell death inhibition in Jurkat FADD-/- cells; Jurkat FADD-/- TNF necroptosis rescue, ATP luminescence, 24 h; 0 = TNF only, 100 = no-TNF cells; activation (protection from cell death), % at 10 µM; 0.068% of 220,000 active; AID 463075;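 active = activation, meaning protection from cell death, of at least 50% relative to plate controls; inactive = activation below 50%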;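 note: necroptosis triggered by 40 ng/mL TNF-alpha added together with compound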
Mdm2 ligase inh – Mdm2 E3 ligase (human) inhibition | signal enhancement, % at 5 µM | AID 1230 | cell-based MDM2 ubiquitination luciferase reporter, 2 h; 0 = plate control, 100 = twice control, blank-subtracted | 0.11% of 210,000 active | Q00987;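 active = signal enhancement of 30% or more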;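 note: luminescence tracks abundance of the self-degrading MDM2-luciferase fusion protein; higher signal means inhibition of MDM2 E3 ligase activity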
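Test system: stable mammalian line carrying autodegrading MDM2–luciferase fusion reporter; quantity: 2000 cells in each well; times: 4 h cell settling then 2 h compound exposure, 37 °C; detection: luminescence with SteadyLite reagent, 15 min at room temperature; evaluation: percent signal gain over controls, blank-subtracted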
PERK inh – blocks human PERK kinase; inhibition, % at 5.6 µM; 0.17% of 220,000 active; CHO PERK-DD fusion, SEAP luminescence translation reporter; Q9NZJ5; AID 1416;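 active = inhibition above the mean inhibition of all tested compounds plus 3 SD, set separately per screening campaign, cut at about 2.9% in these data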;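 note: PERK kinase domain activated by AP20187 dimerizer at 100 nM; 0% = DMSO with dimerizer and 100% = rapamycin at 8.4 µM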
EBV gp42 inh – EBV gp42 inhibition | Q1HVG2 | Fluorescence polarization binding assay, mP read-out | inhibition, % (tested at 21.74 µM) | 0.42% of 220,000 active; in the data active = inhibition above about 50%
Calpain2 inh – calpain II (pig) inhibition. AID 1236. 0.37% of 220,000 active. inhibition, % at 16 µM. purified calpain II, fluorogenic peptide substrate, 30 min;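 active = inhibition above about 50%, limit read from the data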
Rad51 HR inh – Rad51 (human) homologous recombination inhibition; Q06609; hRad51 DNA strand exchange, fluorescence dequenching; inhibition, % at 10 µM; 0.085% of 200,000 active; AID 1385;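 active = inhibition above 40% at the single screening dose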;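 note: 0% = DMSO control wells and 100% = blanks with heterologous ssDNA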
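Test system – preformed human Rad51 ssDNA filaments · Reagent – Donor/quencher-labelled 47-bp dsDNA substrate · Incubation – 37 °C 15-min filament assembly, 30-min compound preincubation, 15-min exchange · Signal – FRET fluorescence dequenching, excitation 485 nm, emission 520 nm · Read-out – percent inhibition from fluorescence, normalised to plate control and blank means · Benchmarks – plate control and blank wells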
eIF4E 4G PPI – eIF4E/eIF4G interaction inhibition in translation initiation; inhibition, % at 21.7 µM; TR-FRET eIF4E-eIF4GI(517-606) binding, 2 h; AID 782; 0.37% of 220,000 active;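 active = inhibition above about 30%, limit read from the data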;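 note: 0% = full FRET control wells and 100% = background wells lacking eIF4GI fragment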
zVAD death inh – blocks zVAD induced death of L929 cells; L929 zVAD necroptosis rescue, ATP luminescence, 24 h; with zVAD 60 µM; viability rescue, % at 10 µM; 0.38% of 220,000 active; AID 1377;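 active = activation, scaled between plate controls, above about 75%, limit read from the data; inactive = activation under that limit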;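 note: 0% = zVAD with DMSO and 100% = DMSO alone without zVAD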
* hit, by the source's call; i = inactive; x = no result given; [ ] = remark or other dose. The order is random. Share with any hit: about 3.6%.

SMILES	Cl transport mod	TNF death inh	Mdm2 ligase inh	PERK inh	EBV gp42 inh	Calpain2 inh	Rad51 HR inh	eIF4E 4G PPI	zVAD death inh
Cc1ccc(C(=O)c2sc3nsc(C)c3c2N)cc1	x	-1.6	-26	-0.2	-81	-22	6	-2[fluorescence artefact?]	0.9
O=C(Nc1ccccc1)C12CC3CC(C1)CC(n1cnc([N+](=O)[O-])n1)(C3)C2	0.026	-1.4	-29	0.5	-10	-6	1	13	0.3
CC1(C)CC(=O)c2c(O)c(-c3ccccc3)c(=O)n(-c3ccccc3)c2C1	0.096	-0.1	1	-0.7	-11	-6	x	-2	-0.2
CC(C)COc1ccc(C(=O)Nc2ccc(NC(=O)c3ccco3)c(Cl)c2)cc1	1.1	0.4	-3	-0.8	-1	i	-1	-9	0.2
CSc1sc(C(=O)NCC2CC2)c(-c2cccs2)c1C#N	-3	0.0	8	-0.8	-5	38	8	2	-0.4
O=C(CC1CCCCC1)Nc1ccc(-c2ccc3nncn3n2)cc1	-0.81	1.3	0	1.4	-1	-15	x	-4	-0.7
S=c1nc[nH]c2c1sc1nc(-c3ccccc3)c3c(c12)CCCC3	20*	-1.3	-11	-0.1	-11	30	3	2[fluorescence artefact?]	-0.8
COc1ccc(NC(=O)CCS(=O)(=O)c2cccc3nonc23)c(OC)c1	0.041	-0.5	2	0.2	-15	-41	5	0	3.5
COc1cccc(Nc2ncccc2C(=O)Nc2ccccc2)c1	0.014	1.0	-16	-0.7	-1	-7	4	0[fluorescence artefact?]	0.5
Cc1occc1C(=O)N/N=C/C=C/c1ccccc1	0	-0.1	2	1.4	2	-4	21	-1	2.0
COc1cc(-c2nn3c(-c4ccccc4)nnc3s2)cc(OC)c1OC	x	-8.6	-7	0.1	-15	-118	6	-5[fluorescence artefact?]	0.5
COc1ccc(Cn2c(O)c(C=Nc3ccc(O)cc3)c3ccccc3c2=O)cc1	-0.12	4.4	-1	-1.1	14	-8	-1	-2[fluorescence artefact?]	1.5
COc1cc([C@H]2[C@@H]3CCCC[C@]3(O)CCN2Cc2ccccc2F)ccc1O	-2.1	-1.5	6	-0.3	-11	-8	-2	5	-0.3
Cc1[nH]c2ccccc2c1NC(=O)CN1CCN(C(=O)c2ccco2)CC1	-0.63	-4.4	-14	-0.4	-17	18	-28	-2	-1.2
CC1Cc2ccccc2N1C(=O)CNCCCN(C)C (stereo unspecified)	-0.32	-0.7	12	0.1	-12	-30	x	-2	0.5
CC(C)CCNC(=O)C1CCCN(S(=O)(=O)c2ccc(F)cc2)C1 (stereo unspecified)	-0.078	2.1	2	-0.3	10	-12	4	-1[fluorescence artefact?]	1.7
CC(=O)c1ccc(NC(=S)NCCCN2CCOCC2)cc1	-0.23	0.2	-12	0.3	-1	8	12	-1	20
CSc1ncccc1C(=O)Nc1nc2ccc(F)cc2s1	0.98	-1.1	-24	-0.6	0	-35	2	4	6.1
CCC(C)OC(=O)C1=C(C)O[C@]23OC(N)=C(C#N)[C@]12C(=O)c1ccccc13 (stereo partly specified)	-0.19	-5.4	x	0.1	-11	-1	2	-1	-0.7
CC(=O)Nc1ccc(NC(=O)CCC(=O)OCC(=O)c2ccc(C)c([N+](=O)[O-])c2)cc1	-0.022	0.9	-18	0.5	-6	7	x	4	1.6
Cc1cc(NC(=O)c2cc(-c3ccccc3)on2)no1	1.4	-4.8	-30	0.5	-18	-22	-4	4	2.0
COc1cc(C(=O)NNC(=S)NC(=O)c2ccc(Cl)cc2)cc(OC)c1OC	13*	-0.3	0	0.6	1	-33	16	6	x
O=C(Nc1nnc(-c2ccccc2)o1)c1cccc(N2C(=O)CCC2=O)c1	-0.36	1.6	8	0.9	-17	5	-1	9	0.7
O=C(O)c1cc(-c2ccco2)[nH]n1	0.17	-1.8	-33	0.1	1	5	-41	3[fluorescence artefact?]	-0.1
COc1ccc(N2CCC(CNC(=S)Nc3cccc(C)c3)C2)cc1 (stereo unspecified)	-0.38	-4.3	-8	0.1	0	30	-7	11	-0.9
CCOC(=O)c1cccc(P(C)(C)=O)c1	-0.066	1.1	-4	1.1	-6	-4	4	0	0.4
CCn1c(C)cc(/C=C2/NC(=O)N(Cc3ccccc3F)C2=O)c1C	-0.033	0.1	2	-0.6	-4	-44	2	-1	0.0
O=c1ccc(NS(=O)(=O)c2ccccc2Cl)cn1Cc1ccc(Cl)c(Cl)c1	-0.23	-0.7	3	0.0	1	-5	4	-2	2.9
O=C(Nc1ccccc1)C1Cc2ccccc2CN1C(=O)c1ccco1 (stereo unspecified)	1.5	-1.0	-6	-0.8	-28	-30	-5	1	-0.8
CC(NC(=O)Cc1ccc(-c2ccccc2)cc1)c1ccccc1 (stereo unspecified)	-2.8	3.2	-21	0.9	-15	2	-2	3	0.0
COc1ccc(C2C(C(=O)c3sc(C)nc3C)=C(O)C(=O)N2CCCn2ccnc2)cc1OC (stereo unspecified)	-0.28	-2.9	-23	1.9	-7	19	-7	2	0.6
CCN(CC)c1c([N+](=O)[O-])c(=O)n(C)c2ccccc12	-2.2	-1.3	-2	0.6	3	-3	28	-1	-0.6
O=C1CC(=C2c3ccccc3-c3ccccc32)C(=O)N1CCCCN1CCN(c2ccccc2)CC1	0.64	0.3	-11	-0.3	-12	-96	2	7[fluorescence artefact?]	0.3
O=c1[nH]c2ccccc2n1Cc1ccccc1	0.39	-0.4	-8	0.6	4	-30	-6	5	0.1
CCOC(=O)N1CCN(C(=O)C(CC(C)C)NC(=O)C2CCCCC2)CC1 (stereo unspecified)	0.45	2.1	1	-0.4	-7	-28	-7	-1	0.9
O=C(Nc1ccc(N2CCN(c3ccc(C(F)(F)F)cn3)CC2)nc1)c1cccs1	x	2.7	-8	2.4	-27	14	-9	1	0.3
CCn1ncc([N+](=O)[O-])c1C(=O)n1nc(C)cc1C	0.11	0.7	3	0.4	-4	-8	16	4	-0.3
Cc1cc(C(=O)CSc2nn3c(=O)c(C(C)(C)C)nnc3s2)c(C)n1-c1ccc(F)cc1	0	0.9	-18	0.0	-28	-44	1	-3[fluorescence artefact?]	0.3
Cc1nn2c(N3CCCC3)c3c(nc2c1-c1ccccc1)CCC3	-0.77	0.4	x	-0.3	-19	-35	0	1	0.0
CCCc1cc(-c2ccc(O)c(OCC)c2)c(C#N)c(N)n1	-2.4	-1.5	7	0.5	6	9	-2	5	3.4
O=C(CSc1nc2ccccc2[nH]1)NCCc1ccc(Cl)cc1	-1.7	2.7	-5	-0.2	-20	13	6	-1[fluorescence artefact?]	0.2
COC(=O)/C=C/c1ccsc1NC(C)=O	0.11	2.2	-7	0.9	-4	-7	x	1	0.0
CC(C)OC(=O)C1=C2SCC(=O)N2C(N)=C(C#N)C1	0.077	-0.1	-7	0.0	-11	14	-11	-8	0.2
CC1(C)C(=O)OC(/C=C\c2ccccc2)C(C)(C)C1=O (stereo unspecified)	0.58	7.8	2	0.6	-9	7	16	-1	-0.1
O=C1NN(c2ccc(F)cc2)C(=O)/C1=C\c1cnn(-c2ccccc2)c1	-0.82	-0.3	-4	1.3	-18	-25	x	7	1.4
CC1(C)Cc2c(ccc3ccccc23)/C(=C/C#N)N1	x	-2.6	-14	0.3	4	10	-4	1	0.4
CC(C)(CN=C1NS(=O)(=O)c2ccccc21)CNC(=O)CN1C(=O)c2ccccc2C1=O	-0.36	-1.9	-13	2.2	-15	0	-1	0[fluorescence artefact?]	-0.4
CCOc1ccc(/C=N/n2nnnc2N)cc1O	-0.96	4.1	3	-0.5	0	8	3	9	0.7
COc1cccc(NC(=O)Nc2ccc3c(c2)nc(C)n3C)c1	0.36	-1.2	-30	-0.5	-16	9	4	4	30
O=C1CCCCCN1CSc1nc2ccccc2s1	-0.5	-0.8	-5	-0.7	-6	13	-2	-2	-0.5

Ordered by length of the SMILES (smallest number first): some entries from above
SMILES	Cl transport mod	TNF death inh	Mdm2 ligase inh	PERK inh	EBV gp42 inh	Calpain2 inh	Rad51 HR inh	eIF4E 4G PPI	zVAD death inh
COC(=O)/C=C/c1ccsc1NC(C)=O	0.11	2.2	-7	0.9	-4	-7	x	1	0.0
CCOc1ccc(/C=N/n2nnnc2N)cc1O	-0.96	4.1	3	-0.5	0	8	3	9	0.7
CC1(C)Cc2c(ccc3ccccc23)/C(=C/C#N)N1	x	-2.6	-14	0.3	4	10	-4	1	0.4
O=C(CSc1nc2ccccc2[nH]1)NCCc1ccc(Cl)cc1	-1.7	2.7	-5	-0.2	-20	13	6	-1[fluorescence artefact?]	0.2

Other compounds
SMILES	Cl transport mod	TNF death inh	Mdm2 ligase inh	PERK inh	EBV gp42 inh	Calpain2 inh	Rad51 HR inh	eIF4E 4G PPI	zVAD death inh
O=C(Oc1ccccc1)c1ccccc1OS(=O)(=O)c1ccccc1	-0.3	-0.6	7	1.1	-20	21	2	-4	0.9
O=P(OC1CCCCC1)(OC1CCCCC1)C(O)c1ccc(Cl)cc1Cl (stereo unspecified)	1.2	0.8	-33	-0.1	12	17	-3	4	0.6
Cc1oc2c(CN3CCCC3)c(O)ccc2c(=O)c1-c1ccccc1	0.61	-0.8	3	1.9	-6	i	x	-9	0.0
COc1ccc(NC(=O)CC2C(=O)N(c3cccc(C)c3)C(=O)N2C2CCCCC2)cc1 (stereo unspecified)	-0.21	-0.6	-16	-0.7	-1	-12	-7	-5	-0.7
CC(C)C1N=C2c3ccccc3N=C(SCc3cc(=O)n4cc(Cl)ccc4n3)N2C1=O (stereo unspecified)	x	-2.8	-12	-0.4	-17	-74	-17	6	-0.6
CCOc1ccc(NC(=O)Nc2cc(OCC(F)(F)F)cc(OCC(F)(F)F)c2)cc1	1.3	1.0	-12	0.8	-13	-4	-8	5[fluorescence artefact?]	2.9
Cc1cc(NC(=O)NC2(C(F)(F)F)Oc3ccc(Cl)cc3O2)no1 (stereo unspecified)	0.62	-17	x	1.8	-3	24	1	2	-0.8
O=C(CN1C(=O)c2ccccc2S1(=O)=O)Nc1ccccc1C(=O)NCc1ccco1	0.019	1.5	-1	-0.4	-10	29	12	-7	-0.1
Cn1nc(C(F)(F)F)c2cc(C(=O)Nc3ccc(F)cc3F)sc21	-0.75	-1.5	-19	0.1	-17	28	-7	-1[fluorescence artefact?]	0.2
COc1ccc(C)cc1S(=O)(=O)n1nc(C)cc1C	0.33	0.4	-4	0.9	-27	-7	0	-2	4.0
O=S(=O)(N/N=C/c1cccnc1)c1ccc(Cl)c(Cl)c1	0.05	-0.5	-10	1.0	-11	-9	-11	-2	-0.8
COc1ccc(-c2c(C)oc3c(CN4CCN(C)CC4)c(O)ccc3c2=O)cc1	1.7	1.1	-5	-0.8	-20	-497	11	0	-0.1
CC(C)C(=O)N1CCN(c2ccc(NC(=O)c3ccc4c(c3)OCCO4)cc2Cl)CC1	x	-6.3	-35	0.1	-10	-17	1	-6	4.2
COc1ccc(S(=O)(=O)N(Cc2nc3ccccc3c(=O)[nH]2)C2CCCC2)cc1	x	-2.6	-43	-0.2	-28	23	-2	0	1.2
O=C(c1cccs1)N1CCN(S(=O)(=O)c2ccccc2)CC1	x	1.5	-34	0.5	-23	-6	13	0	0.3
Cc1nc2ccccc2c(=O)n1NCc1cc(Br)cs1	0.36	0.6	-12	-0.3	13	-5	1	8	2.1
